Compound activity (PubChem BioAssay)
RGS4 inhibitor = Inhibitors of Regulator of G Protein Signaling (RGS) 4: qHTS; Potency, µM (series often up to 114 µM), for the others: at the highest dose activity change, negative = inhibition, hits mostly inhibitors; actives 0.039% (n = 390,000); Regulator of G-protein signaling 4 (Homo sapiens), P49798; Transcreener GDP fluorescence polarization, RGS4-accelerated GTP hydrolysis; AID 504845, 2011; further: on the % scale 0 is the no-effect control and ±100 the full control effect; nearly all actives have a fitted effect of over 75% in size; some results filed as inactive show a strong effect at the top dose
Target sequence (P49798 whole entry, looked up): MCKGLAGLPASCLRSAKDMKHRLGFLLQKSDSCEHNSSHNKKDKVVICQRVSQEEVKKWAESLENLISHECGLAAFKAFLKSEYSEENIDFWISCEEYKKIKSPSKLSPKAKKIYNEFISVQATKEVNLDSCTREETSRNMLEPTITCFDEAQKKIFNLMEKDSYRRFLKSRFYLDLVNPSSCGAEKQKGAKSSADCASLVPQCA
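MLSMR compounds (23 nl, pin-transferred) preincubated 10 min at room temperature with a 500nM (2x) first reagent, then RGS4 at 900nM (2x) plus Transcreener GDP mix added; fluorescence polarization (620/688 nm) read before and after 90 min at 30 °C.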
ALOX12 inh = Primary qHTS assay for inhibitors of human arachidonate 12S-lipoxygenase (ALOX12): Round 2; AID 1671190, 2021; Potency, µM (series often up to 108 µM), without a hit: at the highest dose activity change, negative = inhibition, actives largely listed as inhibitors; actives 1.1% (n = 580,000); purified 12hLO, xylenol orange hydroperoxide absorbance; Polyunsaturated fatty acid lipoxygenase ALOX12 (Homo sapiens), P18054; further: on the % scale 0 is the no-effect control and ±100 the full control effect
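Purified human 12hLO (150 nM final) in 25 mM Hepes, 0.01% Triton X-100, pH 7.0 was preincubated 15 min at room temperature with compound. Then 40 uM arachidonic acid was added, 30 min. Hydroperoxide was read by Fe-XO absorbance ratio 573/405 nm.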
USP1 inh = Inhibitors of USP1/UAF1: Primary Screen; Ubiquitin carboxyl-terminal hydrolase 1 (Homo sapiens), O94782; recombinant USP1/UAF1, Ub-Rhodamine cleavage fluorescence; Potency, µM (highest dose often 57.1 µM), inactives show at the top dose activity change, negative = inhibition, hits mostly inhibitors; actives 0.23% (n = 390,000); further: on the % scale 0 is the no-effect control and ±100 the full control effect; nearly all actives have a fitted effect of over 60% in size; inactives centre near -12
Target sequence (O94782 whole entry, looked up): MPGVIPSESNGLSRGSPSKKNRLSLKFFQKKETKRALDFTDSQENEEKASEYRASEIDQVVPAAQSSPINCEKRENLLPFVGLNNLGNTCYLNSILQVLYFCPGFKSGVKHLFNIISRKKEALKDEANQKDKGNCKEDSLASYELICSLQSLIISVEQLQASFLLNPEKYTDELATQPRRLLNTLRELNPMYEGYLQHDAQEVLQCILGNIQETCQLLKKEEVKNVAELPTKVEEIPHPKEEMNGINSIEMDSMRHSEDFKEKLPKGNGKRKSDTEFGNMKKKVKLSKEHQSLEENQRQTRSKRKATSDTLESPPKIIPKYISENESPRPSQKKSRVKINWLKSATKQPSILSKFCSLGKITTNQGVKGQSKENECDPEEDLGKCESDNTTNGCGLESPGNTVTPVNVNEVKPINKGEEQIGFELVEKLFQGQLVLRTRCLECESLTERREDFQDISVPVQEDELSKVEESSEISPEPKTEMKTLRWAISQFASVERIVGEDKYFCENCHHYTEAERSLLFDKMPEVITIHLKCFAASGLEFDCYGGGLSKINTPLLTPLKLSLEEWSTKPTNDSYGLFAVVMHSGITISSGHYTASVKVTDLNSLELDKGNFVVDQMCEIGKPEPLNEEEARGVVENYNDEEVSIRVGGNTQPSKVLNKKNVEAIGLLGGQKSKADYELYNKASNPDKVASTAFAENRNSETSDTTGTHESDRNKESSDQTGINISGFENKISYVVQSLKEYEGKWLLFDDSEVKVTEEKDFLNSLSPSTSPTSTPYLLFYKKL
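In this screen, compounds sit with the deubiquitinase complex (1nM) for 15 min at room temperature before Ub-Rho is added at 150nM final. Fluorescence rise is then followed for 6 reads every 60 seconds.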
TrxR1 substrate = qHTS Assay for Substrates of Mammalian Selenoprotein Thioredoxin Reductase 1 (TrxR1): qHTS. purified TrxR1 substrate turnover, NADPH consumption readout. actives 0.01% (n = 390,000). Potency, µM (doses to about 114 µM), for the others: at the top dose activity change, negative = substrate turnover. Thioredoxin reductase 1, cytoplasmic (Rattus norvegicus), O89049; further: on the % scale 0 is the no-effect control and ±100 the full control effect; nearly all actives have a fitted effect of over 50% in size
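Rat TrxR1, dispensed at 90 nM, was prereduced with 400 uM NADPH (final) for 5 min at ~22 deg C, then incubated with compound 15 min before 400 uM selenite. A first-read NADPH fluorescence drop versus no-compound background flagged substrates.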
Vif-A3G inh = qHTS for Inhibitors of Vif-A3G Interactions: qHTS; actives 0.076% (n = 410,000); AID 602310, 2012; Potency, µM (highest dose often 46.1 µM), for inactives: at the highest dose activity, negative = active, usual class: inhibitors; HeLa A3G-eYFP + Vif (tagged APOBEC3G with the HIV-1 protein that degrades it), YFP fluorescence, overnight;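 further: on the % scale 0 is the no-effect control and ±100 the full control effect; nearly all actives have a fitted effect of over 60% in size; hits raise eYFP signal because A3G escapes Vif-driven loss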
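Read-out is eYFP fluorescence (Ex 488/Em 500-530) from Vif-expressing HeLa A3G-eYFP cells; more signal means A3G escaped Vif-mediated degradation. Cells plated overnight, compound pinned in, incubated overnight at 37 deg C.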
RXFP1 agonist = qHTS Assay for Agonists of the Relaxin Receptor RXFP1; Relaxin receptor 1 (Homo sapiens), Q9HBX9; HEK293T-RXFP1 cAMP TR-FRET, 30 min; response scale: percent of porcine relaxin response, buffer zero; Potency, µM (highest dose often 57.5 µM), inactives show top-dose activation, hits mostly activators; actives 0.3% (n = 370,000); further: on the % scale 0 is the no-effect control and ±100 the full control effect; nearly all actives have a fitted effect of over 60% in size; many of its hits are not listed in these tables
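HEK293 cells stably expressing RXFP1, treated 30 min at 37C with compounds plus PDE4 inhibitor Ro 20174; cAMP measured by HTRF TR-FRET. Normalized to buffer and 29 nM porcine relaxin; EC50 by Hill fit.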
TrxR1 inh = qHTS Assay for Inhibitors of Mammalian Selenoprotein Thioredoxin Reductase 1 (TrxR1): qHTS; Thioredoxin reductase 1, cytoplasmic (Rattus norvegicus), O89049; recombinant rTrxR1, NADPH fluorescence consumption, selenite substrate; Potency, µM (top dose mostly 114 µM), for the others: top-dose activity change, negative = inhibition, usual class: inhibitors; actives 1% (n = 390,000); AID 588453, 2011; further: on the % scale 0 is the no-effect control and ±100 the full control effect; nearly all actives have a fitted effect of over 65% in size
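Rat TrxR1 (90 nM in the dispensed reagent) was pre-reduced with 400 uM NADPH for 5 min at room temperature, then incubated with compound for 15 min. After 400 uM selenite was added, NADPH fluorescence (Ex 340/Em 450 nm) was followed for 8 min.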
IDH1 R132H inh = qHTS for Inhibitors of mutant isocitrate dehydrogenase 1 (IDH1): qHTS; Isocitrate dehydrogenase [NADP] cytoplasmic (Homo sapiens), O75874; actives 0.093% (n = 390,000); IDH1-R132H enzyme, NADPH consumption, diaphorase/resazurin fluorescence; AID 602179, 2012; Potency, µM (series often up to 76.6 µM), without a hit: top-dose activity change, negative = inhibition, actives largely listed as inhibitors; further: on the % scale 0 is the no-effect control and ±100 the full control effect; nearly all actives have a fitted effect of over 65% in size
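IDH1-R132H (0.5 ug/mL dispensed) in pH 7.5 Tris buffer was preincubated 30 min with compound, then given a substrate mix of 0.016 mM NADPH and 2 mM alpha-KG for 80 min at room temperature; remaining NADPH was read by diaphorase/resazurin fluorescence.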
Vif-APOBEC3F blk = qHTS for Inhibitors of Vif-A3F Interactions: qHTS; Potency, µM (titrated, usually from 46.1 µM), for inactives: top-dose activity, negative = active; actives 0.2% (n = 390,000); HeLa A3F-eYFP + Vif (tagged APOBEC3F with the HIV-1 protein that degrades it), YFP fluorescence increase; further: % of control where 0% means no effect; nearly all actives have a fitted effect of over 65% in size
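HeLa cells stably expressing Vif plus C-terminally eYFP-tagged A3F were seeded, incubated overnight at 37 deg C, dosed with compound, incubated overnight again at 37 deg C. Yellow fluorescence (Ex 488/Em 500-530) reported blocked Vif-mediated A3F-eYFP degradation.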
* marks the source's active call; other numbers are inactive results; ? = inconclusive; . = no result given; & = joins results of further samples; [ ] = remark or other dose. The call rests on the fitted dose curve; in most records, active means well fitted curve in the direction sought with a large enough effect; inconclusive means small, poorly fitted or top-dose-only effect, or another doubt; inactive means no such curve, though single readings can be large; an effect the other way counts as inactive or inconclusive. Potency means the concentration at half of the fitted maximal effect. This is a subset; count on the stated rates, not on these rows.

SMILES | TrxR1 substrate | ALOX12 inh | USP1 inh | RXFP1 agonist | Vif-APOBEC3F blk | TrxR1 inh | IDH1 R132H inh | RGS4 inhibitor | Vif-A3G inh
O=c1[nH]c(=O)c2cc3ccccc3nc2[nH]1 | 239.2%[activator] | -27.2% | -18.5% | . | -7.7% | -13.4% | 1.1% | -36.8% | 0.5%
Cc1cc(-c2ccccc2)[nH]c(=O)c1S(=O)(=O)c1ccc(Cl)cc1 | 100.3%[activator] | 0.0% | 0.8% | 9.6% | -4.5% | 48.7%[activator] | 8.6% | -9.8% | -1.8%
COc1ccc(CNC(=O)C2CCCN2C(=O)NCc2ccccc2)cc1 (configuration not stated) | 4.3% | 0.0% | -14.3% | 1.2% | -3.1% | 21.5% | -2.3% | 5.9% | 1.4%
COc1ccc(NC(=O)NC2(C(=O)N3CCCC(C)C3)CCCCC2)cc1 (configuration not stated) | -8.6% | 13.1% | -15.4% | -0.4% | ? | 7.1%[57.1 µM] | -3.4% | -5.1% | 0.3%
CC(=O)/C(C(=N)N1CCN(C(c2ccccc2)c2ccccc2)CC1)=C(\C)O | 4.8% | 5.6% | -11.5% | 0.6% | -5.8% | -19.6% | -1.0% | -9.8% | 0.5%
COc1ccccc1NC(=O)CC(NC1CCCCC1)C(=O)O (configuration not stated) | -1.0% | ? | -23.0% | -3.3% | 8.0% | 0.2% | 5.5% | 1.3% | 1.6%
CCOc1ccc(CCNC(=O)COC(=O)c2cc(=O)[nH]c3ccccc23)cc1OCC | -7.0% | 3.4% | -4.6% | 1.1% | -2.7% | 3.5% | 0.4% | -0.7% | 1.6%
CC1CCCCC1NC(=O)CCn1c(=O)sc2ccccc21 (configuration not stated) | -6.4% | 2.4% | -22.7% | 1.0% | 4.4% | 2.9% | -2.6% | -21.9% | -0.8%
CN(Cc1ccccc1)C(=O)COC(=O)C1CCN(S(=O)(=O)c2cccs2)CC1 | -0.7% | -6.1% | -6.6% | 2.0% | 11.9% | 14.2% | 1.7% | 9.7% | 0.0%
O=C1c2ccccc2C(=O)N1CCOc1cccc(Br)c1 | -1.4% | 1.7% | -18.2% | 2.2% | -5.6% | 12.9% | 6.1% | -19.1% | -0.2%
CCc1ccc(NC(=O)c2cnc3c(-c4ccccc4)c(C)nn3c2C)cc1 | -1.7%[57.1 µM] | ? | -11.2% | 0.2% | -0.5% | 7.6%[57.1 µM] | -11.7% | 1.8% | 3.4%
Cc1ccc2[nH]c(=O)c(CN(Cc3cccs3)C(=S)NCC3CCCO3)cc2c1 (configuration not stated) | 9.0%[0.457 µM] | -18.9% | -14.8% | 0.3% | -9.1% | -2.1% | -0.6% | -18.5% | -4.1%
CC(C)(C)OC(=O)NC(=NCCCc1cn(CC(=O)N2CCN(C(=O)OC(C)(C)C)CC2)nn1)NC(=O)OC(C)(C)C | -9.8% | -3.1% | -18.9% | 0.3% | -1.2% | -21.2% | -1.8%[38.3 µM] | -4.4% | 0.0%
O=C(Cc1ccc(F)cc1)Nc1ccccc1Sc1ccccc1 | 2.5% | -13.4% | -16.2% | 1.6% | -3.8% | 30.8% | 9.1% | 14.9% | 0.2%
N#Cc1ccc(NC(=O)CN2CCN(c3ccccn3)CC2)cc1 | -6.1% | 395.9%[activator] | -1.8% | -1.2% | 3.7% | -16.4% | -6.3% | 8.1% | -1.1%
CCCCOCCCn1c(-c2ccco2)nc2nc3ccccc3nc21 | 964.0%[activator] | 72.7%[activator] | -8.9% | 3.0% | -4.5% | 17.6% | 17.1% | 8.5% | -8.7%
COc1ccccc1Nc1nc(-c2ccc(F)cc2)c2c(n1)-c1ccccc1OC2 | 31.6%[activator] | -12.2% | -9.6% | 1.4% | 4.9% | 38.5%[activator] | 4.8% | 7.2% | 0.8%
COc1ccc(OC)c(NC(=O)c2ccc(NS(=O)(=O)c3c(C)noc3C)cc2)c1 | -8.9% | 40.5%[activator][57.4 µM] | -5.4% | 1.2% | 8.6% | -13.1% | 1.0% | -6.5% | -1.0%
O=C(O)CCSc1nc2ccc(Br)cc2[nH]1 | -5.5%[57.1 µM] | 0.0% | -25.0% | 0.2% | -11.9% | 1.5%[57.1 µM] | 1.4% | -10.6% | 2.6%
O=C(c1ccccc1)c1cnc[nH]1 | 2.6% | -0.5% | -11.6% | 4.1% | -1.0% | 18.3% | 8.3% | 2.2% | 0.4%

The closing 2 entries of the section before come first, to join the parts:
SMILES | TrxR1 substrate | ALOX12 inh | USP1 inh | RXFP1 agonist | Vif-APOBEC3F blk | TrxR1 inh | IDH1 R132H inh | RGS4 inhibitor | Vif-A3G inh
O=C(O)CCSc1nc2ccc(Br)cc2[nH]1 | -5.5%[57.1 µM] | 0.0% | -25.0% | 0.2% | -11.9% | 1.5%[57.1 µM] | 1.4% | -10.6% | 2.6%
O=C(c1ccccc1)c1cnc[nH]1 | 2.6% | -0.5% | -11.6% | 4.1% | -1.0% | 18.3% | 8.3% | 2.2% | 0.4%
Cc1c(Cl)cccc1NS(=O)(=O)c1cccc2nsnc12 | -12.8% | 0.0% | -3.4% | 0.5% | 1.7% | 4.8%[57.1 µM] | -1.7% | -23.8% | -4.9%
O=C(NCCOC(=O)c1ccccc1)c1ccc([N+](=O)[O-])cc1 | -7.7% | 24.5% | -4.2% | 1.5% | 0.2% | -7.1% | 0.2% | -17.4% | 2.6%
Cc1ccc(NC(=O)CSC(C)C(=O)NCCc2ccccn2)cc1 (configuration not stated) | 2.2% | -1.0% | -14.6% | -0.6% | -2.9% | 8.1% | 16.5% | -25.0%[56.9 µM] | 10.6%
COc1ccc(S(=O)(=O)N2CCCCCC2)cc1NC(=O)Cc1n[nH]c(=O)c2ccccc12 | 4.4% | ? | -6.4% | 3.9% | -4.4% | 18.0% | -2.6% | -8.7% | -4.3%
CC(C)CC(=O)N1CCN(S(=O)(=O)c2ccc(Cl)cc2)CC1 | 8.4%[57.1 µM] | ? | -4.6% | -1.0% | 1.5% | 10.7%[57.1 µM] | 9.7% | -43.4% | 3.1%
CC(C)N(Cc1nccn1C)C(=O)c1cc(COc2ccc(F)cc2Cl)on1 | -8.3% | -5.9% | -6.9% | -0.8% | -10.1% | -11.3% | 6.7% | 6.0% | -0.2%
O=c1c(N2CCN(c3cccc(Cl)c3)CC2)csc2ccccc12 | 1.8%[57.1 µM] | -17.8% | -20.9% | 0.9% | -4.5% | 8.7%[57.1 µM] | -9.0% | -8.6% | 0.1%
COc1ccc(C(=O)Nc2ccc(N3CCOCC3)cc2)cc1OC | -4.4%[57.1 µM] | -29.9% | -10.3% | -0.3% | -0.9% | -11.1%[57.1 µM] | -1.1% | -23.2% | -2.1%
N#C/C(=C\c1ccccc1[N+](=O)[O-])c1nc(C2CC2)cs1 | -9.0% | -8.6% | -12.6% | 0.2% | 6.4% | -6.2% | 8.1% | -19.3% | -12.8%
Cc1ccc(NS(=O)(=O)c2c(C)[nH]c(C)c2C(=O)N2CCCCC2)c(C)c1 | -6.1% | 6.4%&-68.4% | -7.6% | -2.4% | 3.8% | 12.3% | -2.7% | 23.2%[11.4 µM] | 5.9%
Cc1ccc(C(=O)n2cnnc2N)cc1C | -0.6% | -8.4% | -22.9% | -1.2% | -2.4% | -11.5% | 0.0% | -11.6% | -2.6%
O=C(Nc1ccc(Br)cc1)Nn1cnnc1 | 8.7% | 9.4% | -7.1% | -0.5% | 1.6% | 34.2% | 4.0% | 26.5% | 1.1%
CCOc1ccc(-n2c(=O)[nH]cc(C(=O)N3CCc4ccccc43)c2=O)cc1 | 2.7%[57.1 µM] | ? | -18.4% | -1.8% | 2.7% | 1.0%[57.1 µM] | -1.5% | -34.1% | -2.8%
CC(C)(C)NC(=O)CN(C(=O)C(=O)Nc1ccc2c(c1)OCCO2)C(C)(C)C | 4.9%[57.1 µM] | -2.8% | -13.4% | 0.3% | -2.5% | 4.6%[57.1 µM] | -0.9% | 14.6% | 2.0%
CC(C)c1nc2oc3c(=O)[nH]cnc3c2c2c1CCC2 | 12.7%[57.1 µM] | 2.7% | -1.7% | 0.7% | 5.0% | -10.7% | 3.2% | 23.8%[11.4 µM] | -4.6%
CC(=O)c1sc(NC(=O)Cc2c(F)cccc2Cl)nc1C | -9.4% | -7.6% | -9.4% | 5.7% | -18.9% | -4.5% | 3.0% | 7.8% | -13.1%
